Bioassay records (PubChem BioAssay)
PI4K2A block: qHTS for small molecular inhibitors of PI4K2A. purified PI4K2A, ADP-Glo luminescence, 1 h; hits give low values. activity change, negative = inhibition, % at 76.9 µM. 0.13% of 420,000 active. AID 1346378, 2018; in the data active = activity change below about -50%; inconclusive = mostly about -30% to -49%;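 note: -100% = wells without enzyme as full effect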
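In this quantitative HTS, ADP production by PI4K2A was quantified luminescently after 1 h at ambient temperature; 100 microM adenosine served as plate-quality control.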
HP1b binding inh: HTS for Inhibitors of HP1-beta Chromodomain Interactions with Methylated Histone Tails; AlphaScreen HP1-beta / biotin-H3K9me3 peptide binding; Potency, µM (doses to about 114 µM), for inactives: at the top dose activity change, negative = inhibition, hits mostly inhibitors; 0.56% of 390,000 active; AID 540317, 2011; note: potency is the fitted concentration of half-maximal effect; nearly all actives have a fitted effect of over 70% in size; inactives centre near 23
Target sequence (P83916 whole entry, looked up): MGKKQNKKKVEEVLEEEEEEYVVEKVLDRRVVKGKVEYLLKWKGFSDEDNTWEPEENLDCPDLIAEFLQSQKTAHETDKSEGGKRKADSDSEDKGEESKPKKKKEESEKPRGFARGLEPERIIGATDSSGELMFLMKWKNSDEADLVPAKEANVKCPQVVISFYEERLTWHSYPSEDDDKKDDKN
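AlphaScreen: HP1-beta (50 nM) preformed 30 min with biotin-H3(1-18)K9me3 peptide (50 nM) in PBS pH 7.4, 0.01% Tween-20. Compound added for 30 min at RT, then streptavidin donor/nickel chelate acceptor beads (10 ug/mL) for 30 min.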
Pin1 inhibitor: qHTS Assay to Find Inhibitors of Pin1 | Peptidyl-prolyl cis-trans isomerase NIMA-interacting 1 (Homo sapiens), Q13526 | Pin1 FP peptide displacement, HiFluor488, 10 min | 0.009% of 390,000 active | Potency, µM (highest dose often 115 µM), for the others: at the top dose activity, negative = inhibition, hits mostly inhibitors; active = well fitted inhibition curve with a large enough effect in the polarisation, with a control signal flat, not every such curve was filed as active; inconclusive = small, poorly fitted or top-dose-only effect, or effect the other way, or a change in a side signal; inactive = no such curve, though single readings can be large or run the other way; the % refers to the polarisation; note: potency is the fitted concentration of half-maximal effect; % is set by controls: 0 for no effect and ±100 for the full control effect
Target sequence (Q13526 whole entry, looked up): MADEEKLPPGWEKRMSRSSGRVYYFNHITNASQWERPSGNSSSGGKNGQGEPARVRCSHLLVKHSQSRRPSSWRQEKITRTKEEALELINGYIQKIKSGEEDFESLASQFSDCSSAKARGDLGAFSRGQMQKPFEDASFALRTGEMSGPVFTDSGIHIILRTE
TrxR1 substrate: qHTS Assay for Substrates of Mammalian Selenoprotein Thioredoxin Reductase 1 (TrxR1): qHTS | Thioredoxin reductase 1, cytoplasmic (Rattus norvegicus), O89049 | purified TrxR1 substrate turnover, NADPH consumption readout | Potency, µM (doses to about 114 µM), inactives show top-dose activity change, negative = substrate turnover | 0.01% of 390,000 active; note: potency is the fitted concentration of half-maximal effect; % is set by controls: 0 for no effect and ±100 for the full control effect; nearly all actives have a fitted effect of over 50% in size
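Rat TrxR1, dispensed at 90 nM, was prereduced with 400 uM NADPH (final) for 5 min at ~22 deg C, then incubated with compound 15 min before 400 uM selenite. A first-read NADPH fluorescence drop versus no-compound background flagged substrates.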
PGK inhibitor: qHTS Assay to Find Inhibitors of Phosphoglycerate Kinase. PGK/GAPDH coupled, Kinase-Glo luminescence, 60 min. AID 602233, 2012. 0.043% of 380,000 active. Potency, µM (top dose mostly 57.5 µM), inactives show at the top dose activity change, negative = inhibition, actives largely listed as inhibitors; note: potency is the fitted concentration of half-maximal effect; % is set by controls: 0 for no effect and ±100 for the full control effect; nearly all actives have a fitted effect of over 60% in size
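Recombinant glycosomal PGK reaction used 1,3-bisphosphoglycerate generated in-well by GAPDH (100nM final) in 100mM TEA pH 7.6, 5mM MgCl2, 0.01% Tween-20. After 60 minutes at room temperature, ATP was read by Kinase-Glo Plus luminescence end-point.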
GLS inhibitor: qHTS for Inhibitors of Glutaminase (GLS). 0.21% of 410,000 active. Potency, µM (doses to about 45.5 µM), for inactives: at the highest dose activity change, negative = inhibition, most hits filed as inhibitors. GLS enzymatic activity, qHTS titration. AID 624170, 2012. Glutaminase kidney isoform, mitochondrial (Homo sapiens), O94925; note: potency is the fitted concentration of half-maximal effect; % is set by controls: 0 for no effect and ±100 for the full control effect
Target sequence (O94925 whole entry, looked up, canonical isoform): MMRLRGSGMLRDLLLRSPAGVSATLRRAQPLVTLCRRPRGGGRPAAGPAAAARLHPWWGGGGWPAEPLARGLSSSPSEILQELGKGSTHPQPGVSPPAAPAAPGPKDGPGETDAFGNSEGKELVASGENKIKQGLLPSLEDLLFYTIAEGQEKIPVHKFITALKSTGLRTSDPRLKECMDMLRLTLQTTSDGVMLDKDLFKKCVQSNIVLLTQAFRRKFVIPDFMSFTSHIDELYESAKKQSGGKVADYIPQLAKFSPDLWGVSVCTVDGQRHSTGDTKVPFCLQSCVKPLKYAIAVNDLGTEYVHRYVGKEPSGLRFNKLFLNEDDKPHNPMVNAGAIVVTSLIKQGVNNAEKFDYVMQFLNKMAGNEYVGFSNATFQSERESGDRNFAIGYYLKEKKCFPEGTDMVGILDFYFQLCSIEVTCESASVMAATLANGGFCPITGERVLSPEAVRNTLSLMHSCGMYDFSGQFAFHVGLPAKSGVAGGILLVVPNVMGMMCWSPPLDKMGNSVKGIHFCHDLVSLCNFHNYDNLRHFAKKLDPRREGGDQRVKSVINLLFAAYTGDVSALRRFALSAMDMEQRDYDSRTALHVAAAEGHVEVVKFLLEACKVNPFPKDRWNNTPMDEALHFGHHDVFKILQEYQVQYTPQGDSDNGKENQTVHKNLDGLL
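Enzyme dispensed in phosphate buffer (45 mM, pH 8.2, 0.02% Tween-20), compounds pinned in, then 1 mM L-glutamine solution and the glutamate oxidase–HRP–Amplex Red mix added; fluorescence read immediately and again after 30 min at room temperature.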
rTrxR1 inhibitor: qHTS Assay for Inhibitors of Mammalian Selenoprotein Thioredoxin Reductase 1 (TrxR1): qHTS; Potency, µM (top dose mostly 114 µM), for the others: at the top dose activity change, negative = inhibition, most hits filed as inhibitors; recombinant rTrxR1, NADPH fluorescence consumption, selenite substrate; 1% of 390,000 active; note: potency is the fitted concentration of half-maximal effect; % is set by controls: 0 for no effect and ±100 for the full control effect; nearly all actives have a fitted effect of over 65% in size
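Rat TrxR1 (90 nM in the dispensed reagent) was pre-reduced with 400 uM NADPH for 5 min at room temperature, then incubated with compound for 15 min. After 400 uM selenite was added, NADPH fluorescence (Ex 340/Em 450 nm) was followed for 8 min.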
mIDH1 inhibitor: qHTS for Inhibitors of mutant isocitrate dehydrogenase 1 (IDH1): qHTS | Potency, µM (doses to about 76.6 µM), inactives show top-dose activity change, negative = inhibition, hits mostly inhibitors | IDH1-R132H enzyme, NADPH consumption, diaphorase/resazurin fluorescence | 0.093% of 390,000 active | AID 602179, 2012; note: potency is the fitted concentration of half-maximal effect; % is set by controls: 0 for no effect and ±100 for the full control effect; nearly all actives have a fitted effect of over 65% in size
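IDH1-R132H (0.5 ug/mL dispensed) in pH 7.5 Tris buffer was preincubated 30 min with compound, then given a substrate mix of 0.016 mM NADPH and 2 mM alpha-KG for 80 min at room temperature; remaining NADPH was read by diaphorase/resazurin fluorescence.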
USP1 inh: Inhibitors of USP1/UAF1: Primary Screen; Ubiquitin carboxyl-terminal hydrolase 1 (Homo sapiens), O94782; recombinant USP1/UAF1, Ub-Rhodamine cleavage fluorescence; Potency, µM (series often up to 57.1 µM), for inactives: at the top dose activity change, negative = inhibition, most hits filed as inhibitors; 0.23% of 390,000 active; note: potency is the fitted concentration of half-maximal effect; % is set by controls: 0 for no effect and ±100 for the full control effect; nearly all actives have a fitted effect of over 60% in size; inactives centre near -12
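USP1/UAF1 complex (1 nM) preincubated 15 min at room temperature with compound, then Ub-Rho substrate (150 nM final) added. Kinetic fluorescence at 480/540 nm over 6 reads at 60 s intervals; 50 mM HEPES pH 7.8, 0.5 mM EDTA, 0.1 mg/ml BSA, 1 mM TCEP, 0.01% Tween-20.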
Numbers without * were called inactive; i = inactive; ? = inconclusive; / = no result given; & = joins results of further samples; [ ] = another dose, or the depositor's remark. Unless noted, calls come from the whole dose curve; as a rule, active = well fitted curve in the direction sought with a large enough effect; inconclusive = small, poorly fitted or top-dose-only effect, or another doubt; inactive = no such curve, though single readings can be large; an effect the other way counts as inactive or inconclusive. Only part of the results is shown. The share of hits here may be higher or lower than overall.

entry | PI4K2A block | HP1b binding inh | Pin1 inhibitor | TrxR1 substrate | PGK inhibitor | GLS inhibitor | rTrxR1 inhibitor | mIDH1 inhibitor | USP1 inh | SMILES
1 | 5 | / | / | / | -6% | -5% | / | -1% | -28% | C[C@H](CO)N1C[C@H](C)[C@H](CN(C)C(=O)Nc2ccc(C(F)(F)F)cc2)OCc2cnnn2CCCC1=O
2 | 6 | -11% | 32%[activator] | -6% | i | 22% | -38% | 3% | -9% | Cc1ccccc1C(=O)NC(=S)Nc1sc2c(c1C#N)CCCC2
3 | 3 | 13% | 1% | 2% | 2% | 4% | 13% | 0% | -5% | CC(C)C[C@H](N)C(=O)N1CCC(C(=O)N[C@H](C(=O)NC(C)c2ccccc2)C(C)C)CC1 (some centres undefined)
4 | -9 | ? | 40%[activator] | -15% | -10% | ? | 0.28µM* | -2% | -5% | CCC(=O)OCCNc1cc(Sc2nc3ccccc3[nH]2)c2nonc2c1[N+](=O)[O-]
5 | 8 | 31% | -9% | 6% | -1% | 0% | 21% | 5% | -23% | Cc1ccc(N(CC(=O)NCc2ccccc2Cl)S(=O)(=O)c2c(C)noc2C)cc1
6 | 5 | 66%[activator] | -2% | 1%[57.1 µM] | i | 1% | 2%[57.1 µM] | 16% | -26% | CCC(C)NC(=O)Cn1c(=O)cc(-c2ccccc2)c2c(C)nn(C)c21 (centres undefined)
7 | -3 | ? | 0% | 2% | / | -4% | -29% | 6% | -21% | CC(C)c1cccc(C(C)C)c1NC(=O)CNCc1ccccc1F
8 | -1 | 29% | 27% | -3% | -5% | -13% | 14% | -22% | -15% | COC(=O)c1c(Oc2ccc(C(C)=O)cc2)nnc(-c2ccccc2)c1-c1ccccc1
9 | 1 | 15% | 3% | 57%[activator] | 2% | 1% | 0% | 1% | -5% | O=C(c1cccc(Br)c1)N1CCN(c2ccc(N3CCOCC3)nn2)CC1
10 | 2 | -31% | 0% | -4%[11.4 µM] | i | 3% | -5%[11.4 µM] | 3% | -16% | COc1cc(C2c3cc4c(cc3OC(C)(N3CCCC3)C2C)OCO4)cc(OC)c1OC (centres undefined)
11 | 4 | ? | -4% | 1% | i | 16% | 16% | -7% | -24% | O=C(CN1CCCCCC1)Nc1nc2ccccc2s1
12 | 1 | 21% | 5% | 0% | 0% | 23% | 4% | 6% | -19% | O=C(Nc1ccc(N2CCOCC2)cc1)C1CC(=O)N(c2ccccc2)C1 (centres undefined)
13 | 1 | 25% | 0% | 4% | i | 2% | 41%[2.29 µM] | 0% | -7% | CC(=O)NC1c2ccccc2C(=O)N1Cc1ccccc1 (centres undefined)
14 | -4 | -13%&-5% | ? | -5%&-9% | -10% | ? | -2%&-13% | -17% | -20% | COc1cc(C(CC(=O)N2CCCC2)c2c(OC)cc(OC)c3c(-c4ccccc4)cc(=O)oc23)cc(OC)c1OC (centres undefined)
15 | ? | 12% | -2% | 4% | -8% | -8% | ? | 2% | 4.5µM* | COc1ccccc1Nc1cc2cc(Br)ccc2c(=O)[nH]1
16 | 1 | -4% | 1% | 8%[57.1 µM] | 7% | 2% | 12%[57.1 µM] | -2% | -10% | O=C(OC1CO[C@H]2O[C@@H]1[C@H](OC(=O)c1ccccc1)[C@H]2OC(=O)c1ccccc1)c1ccccc1 (some centres undefined)
17 | -8 | 139%[activator] | 2% | -1% | -4% | -1% | 7% | 2% | -20% | CC(C)Nc1nc(Oc2cccc(Cl)c2Cl)cc(C(F)(F)F)n1
18 | -4 | 30% | -8% | -3% | -6% | -1% | 11% | 16% | -24% | C/C(=N\Nc1ccc2nncn2n1)c1ccc(Cl)s1
19 | -10 | 31% | -7% | -11% | -1% | 1% | -24% | 20% | -21% | Cc1ccc(C2CN=NC23CCc2ccccc2C3=O)cc1 (centres undefined)
20 | 7 | 27% | 0% | 10%[57.1 µM] | i | 17% | 18%[57.1 µM] | 3% | -26% | CCCNC(=O)NS(=O)(=O)c1cnccc1Sc1ccc(Cl)c(Cl)c1

The closing 5 records of the section before open the next one.
entry | PI4K2A block | HP1b binding inh | Pin1 inhibitor | TrxR1 substrate | PGK inhibitor | GLS inhibitor | rTrxR1 inhibitor | mIDH1 inhibitor | USP1 inh | SMILES
16 | 1 | -4% | 1% | 8%[57.1 µM] | 7% | 2% | 12%[57.1 µM] | -2% | -10% | O=C(OC1CO[C@H]2O[C@@H]1[C@H](OC(=O)c1ccccc1)[C@H]2OC(=O)c1ccccc1)c1ccccc1 (some centres undefined)
17 | -8 | 139%[activator] | 2% | -1% | -4% | -1% | 7% | 2% | -20% | CC(C)Nc1nc(Oc2cccc(Cl)c2Cl)cc(C(F)(F)F)n1
18 | -4 | 30% | -8% | -3% | -6% | -1% | 11% | 16% | -24% | C/C(=N\Nc1ccc2nncn2n1)c1ccc(Cl)s1
19 | -10 | 31% | -7% | -11% | -1% | 1% | -24% | 20% | -21% | Cc1ccc(C2CN=NC23CCc2ccccc2C3=O)cc1 (centres undefined)
20 | 7 | 27% | 0% | 10%[57.1 µM] | i | 17% | 18%[57.1 µM] | 3% | -26% | CCCNC(=O)NS(=O)(=O)c1cnccc1Sc1ccc(Cl)c(Cl)c1
21 | 8 | 14% | 2% | 7% | 2% | -4% | 9% | 1% | -20% | Cc1cc(C)cc(NS(=O)(=O)c2ccc3[nH]c(=O)[nH]c3c2)c1
22 | -8 | -4% | 4% | 3%[57.1 µM] | 0% | 3% | 11%[57.1 µM] | 0% | -6% | Cc1ccccc1NC(=O)c1ccc2[nH]c(C)c(C)c2c1
23 | -1 | 38% | 8% | 1% | 7% | 0% | 19% | -4% | -23% | Cc1ccc(S(=O)(=O)N2CCN(C(=O)c3cc(S(=O)(=O)N4CCOCC4)ccc3Cl)CC2)c(C)c1
24 | -5 | -14% | ? | -6% | 5% | -5% | -33% | -2% | ? | COc1ccccc1C(=O)N/C(=C/c1ccco1)C(=O)Nc1ccc(C(=O)O)cc1
25 | -2 | 80%[activator] | -3% | -1% | -2% | -5% | 33% | -1%[38.3 µM] | -34% | Cc1nc(-c2ccccc2)sc1C1(C)CC(c2ccc(OC(F)(F)F)cc2)=NO1 (centres undefined)
26 | 1 | 13% | 4% | 7%[11.4 µM] | 0% | 2% | 7% | 5% | -4% | CC(C)COc1cccc(C(=O)NC(=S)Nc2cccc(NC(=O)c3ccccc3Cl)c2)c1
27 | -4 | -7% | 10% | -1% | -8% | 7% | -5% | 4% | -16% | O=C(NC(=S)Nc1ccc(CN2CCOCC2)cc1)c1ccc(-c2cccc(Cl)c2)o1
28 | 6 | 41%[activator] | 6% | -3% | 0% | 5% | -2% | 4% | -17% | COc1cc(C(N)=O)cc(Cl)c1OCc1ccccc1
29 | -9 | 25% | -9% | 163%[activator] | -10% | 68%[activator] | 6% | 2% | -23% | COc1ccccc1Oc1coc2c(CN3CCN(C)CC3)c(O)ccc2c1=O
30 | 3 | 11% | -5% | -7% | -9% | -5% | -14% | 10% | -25% | CCOc1ccccc1N1CCN(C(=O)CCCN2C(=O)c3cccc4cccc(c34)C2=O)CC1
31 | -4 | 18% | 4% | 8%[57.1 µM] | i | -2% | 30%[57.1 µM] | -6% | -18% | O=C(c1cccc(S(=O)(=O)N2CCc3ccccc32)c1)N1CCN(c2ccccn2)CC1
32 | 1 | 24% | -10% | -7% | i | 0% | 6%[57.1 µM] | 2% | -7% | O=C(NCC(c1ccco1)N1CCCCC1)c1ccc(OCc2ccccc2)cc1 (centres undefined)
33 | 1 | 31%[activator] | 3% | 2%[57.1 µM] | i | 4% | -1%[57.1 µM] | -1% | -7% | CC1(C)N=C2C(=[N+]1[O-])CCC/C2=N\O
34 | -4 | 35% | 8% | 14% | -1% | 21% | -1% | -1% | 0% | CCOC(=O)c1nn(-c2c(C)n(C)n(-c3ccccc3)c2=O)cc1O
35 | 0 | 11% | 3% | 3% | 8% | 2% | 5% | -4% | 0% | COc1ccc(S(=O)(=O)N2CCN(c3cnccn3)CC2)cc1
36 | -5 | 22% | -8% | 8% | -2% | 3% | 14% | 3% | -28% | O=C(NCN1CCCCC1)c1cnccn1

An excerpt from above with just PI4K2A block.
entry	Structure	PI4K2A block
28	COc1cc(C(N)=O)cc(Cl)c1OCc1ccccc1	6
30	CCOc1ccccc1N1CCN(C(=O)CCCN2C(=O)c3cccc4cccc(c34)C2=O)CC1	3
31	O=C(c1cccc(S(=O)(=O)N2CCc3ccccc32)c1)N1CCN(c2ccccn2)CC1	-4
23	Cc1ccc(S(=O)(=O)N2CCN(C(=O)c3cc(S(=O)(=O)N4CCOCC4)ccc3Cl)CC2)c(C)c1	-1
27	O=C(NC(=S)Nc1ccc(CN2CCOCC2)cc1)c1ccc(-c2cccc(Cl)c2)o1	-4
21	Cc1cc(C)cc(NS(=O)(=O)c2ccc3[nH]c(=O)[nH]c3c2)c1	8
